Compound activity from PubChem BioAssay.
mIDH1 inhibitor = qHTS for Inhibitors of mutant isocitrate dehydrogenase 1 (IDH1): qHTS; Potency, µM (titrated, usually from 76.6 µM), without a hit: at the highest dose activity change, negative = inhibition, actives largely listed as inhibitors; AID 602179, 2012; 0.093% of 390,000 active; IDH1-R132H enzyme, NADPH consumption, diaphorase/resazurin fluorescence; also: potency is read from the fitted curve at half-maximal effect; % is scaled to controls: 0 for no effect and ±100 for the full control effect; nearly all actives have a fitted effect of over 65% in size
Target sequence (O75874 whole entry R132H, stated change not applied): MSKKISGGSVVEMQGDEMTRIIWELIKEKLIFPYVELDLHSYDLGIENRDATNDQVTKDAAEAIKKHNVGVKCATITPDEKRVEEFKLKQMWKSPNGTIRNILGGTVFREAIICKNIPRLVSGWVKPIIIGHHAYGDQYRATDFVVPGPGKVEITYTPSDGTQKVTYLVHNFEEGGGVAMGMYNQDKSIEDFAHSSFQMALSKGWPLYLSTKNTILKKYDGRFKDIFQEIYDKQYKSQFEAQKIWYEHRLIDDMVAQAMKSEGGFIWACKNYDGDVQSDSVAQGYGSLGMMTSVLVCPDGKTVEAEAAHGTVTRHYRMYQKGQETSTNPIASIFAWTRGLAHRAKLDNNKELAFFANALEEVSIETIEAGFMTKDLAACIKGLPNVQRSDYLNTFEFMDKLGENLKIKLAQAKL
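IDH1-R132H (0.5 ug/mL dispensed) in pH 7.5 Tris buffer was preincubated 30 min with compound, then given a substrate mix of 0.016 mM NADPH and 2 mM alpha-KG for 80 min at room temperature; remaining NADPH was read by diaphorase/resazurin fluorescence.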
RXFP1 agonist = qHTS Assay for Agonists of the Relaxin Receptor RXFP1; 0.3% of 370,000 active; Potency, µM (doses to about 57.5 µM), without a hit: at the top dose activation, most hits filed as activators; Relaxin receptor 1 (Homo sapiens), Q9HBX9; HEK293T-RXFP1 cAMP TR-FRET, 30 min; response scale: percent of porcine relaxin response, buffer zero; also: potency is read from the fitted curve at half-maximal effect; % is scaled to controls: 0 for no effect and ±100 for the full control effect; nearly all actives have a fitted effect of over 60% in size; many of its hits are not listed in these tables
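cAMP rise read by TR-FRET after 30 min, 37C compound exposure (up to 58 uM) in RXFP1-transfected HEK293 cells with Ro 20174 present. EC50 from Hill-equation fits, with 29 nM porcine relaxin as 100% and buffer as basal.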
TrxR1 substrate = qHTS Assay for Substrates of Mammalian Selenoprotein Thioredoxin Reductase 1 (TrxR1): qHTS | AID 588456, 2011 | Thioredoxin reductase 1, cytoplasmic (Rattus norvegicus), O89049 | purified TrxR1 substrate turnover, NADPH consumption readout | 0.01% of 390,000 active | Potency, µM (series often up to 114 µM), without a hit: at the top dose activity change, negative = substrate turnover; also: potency is read from the fitted curve at half-maximal effect; % is scaled to controls: 0 for no effect and ±100 for the full control effect; nearly all actives have a fitted effect of over 50% in size
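Rat TrxR1, dispensed at 90 nM, was prereduced with 400 uM NADPH (final) for 5 min at ~22 deg C, then incubated with compound 15 min before 400 uM selenite. A first-read NADPH fluorescence drop versus no-compound background flagged substrates.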
USP1 inh = Inhibitors of USP1/UAF1: Primary Screen; recombinant USP1/UAF1, Ub-Rhodamine cleavage fluorescence; Ubiquitin carboxyl-terminal hydrolase 1 (Homo sapiens), O94782; AID 743255, 2014; Potency, µM (doses to about 57.1 µM), without a hit: at the top dose activity change, negative = inhibition, most hits filed as inhibitors; 0.23% of 390,000 active; also: potency is read from the fitted curve at half-maximal effect; % is scaled to controls: 0 for no effect and ±100 for the full control effect; nearly all actives have a fitted effect of over 60% in size; inactives centre near -12
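USP1/UAF1 complex (1 nM) preincubated 15 min at room temperature with compound, then Ub-Rho substrate (150 nM final) added. Kinetic fluorescence at 480/540 nm over 6 reads at 60 s intervals; 50 mM HEPES pH 7.8, 0.5 mM EDTA, 0.1 mg/ml BSA, 1 mM TCEP, 0.01% Tween-20.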
Vif-APOBEC3F blk = qHTS for Inhibitors of Vif-A3F Interactions: qHTS; HeLa A3F-eYFP + Vif (tagged APOBEC3F with the HIV-1 protein that degrades it), YFP fluorescence increase; Potency, µM (series often up to 46.1 µM), without a hit: at the highest dose activity, negative = active; 0.2% of 390,000 active; AID 602313, 2012; also: potency is read from the fitted curve at half-maximal effect; % of control where 0% means no effect; nearly all actives have a fitted effect of over 65% in size
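Fluorescence increase (Ex 488/Em 500-530) after overnight compound treatment at 37 deg C flags inhibition of Vif-driven A3F-eYFP loss in stable HeLa A3F-eYFP/Vif cells seeded overnight beforehand.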
Vif-APOBEC3G blk = qHTS for Inhibitors of Vif-A3G Interactions: qHTS; HeLa A3G-eYFP + Vif (tagged APOBEC3G with the HIV-1 protein that degrades it), YFP fluorescence, overnight; Potency, µM (titrated, usually from 46.1 µM), inactives show at the highest dose activity, negative = active, most hits filed as inhibitors; 0.076% of 410,000 active; AID 602310, 2012;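 also: potency is read from the fitted curve at half-maximal effect; % is scaled to controls: 0 for no effect and ±100 for the full control effect; nearly all actives have a fitted effect of over 60% in size; hits raise eYFP signal because A3G escapes Vif-driven loss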
Target sequence (Q9HC16 whole entry, looked up): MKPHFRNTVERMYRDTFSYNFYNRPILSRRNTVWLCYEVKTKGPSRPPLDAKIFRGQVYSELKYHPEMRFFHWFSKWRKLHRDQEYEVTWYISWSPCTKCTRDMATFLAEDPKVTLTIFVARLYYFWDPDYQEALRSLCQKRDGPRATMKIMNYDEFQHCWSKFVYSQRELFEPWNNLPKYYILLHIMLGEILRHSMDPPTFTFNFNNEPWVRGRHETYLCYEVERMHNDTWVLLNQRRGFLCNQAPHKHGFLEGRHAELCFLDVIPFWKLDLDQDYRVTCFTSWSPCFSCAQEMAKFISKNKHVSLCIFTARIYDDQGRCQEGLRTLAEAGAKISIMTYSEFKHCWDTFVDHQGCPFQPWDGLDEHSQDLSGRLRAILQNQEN
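Read-out is eYFP fluorescence (Ex 488/Em 500-530) from Vif-expressing HeLa A3G-eYFP cells; more signal means A3G escaped Vif-mediated degradation. Cells plated overnight, compound pinned in, incubated overnight at 37 deg C.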
PI4K2A block = qHTS for small molecular inhibitors of PI4K2A; purified PI4K2A, ADP-Glo luminescence, 1 h; hits give low values; 0.13% of 420,000 active; activity change, negative = inhibition, % at 76.9 µM; in the data active = activity change below about -50%; inconclusive = mostly about -30% to -49%;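 also: -100% = wells without enzyme as full effect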
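PI4K2A activity was measured by ADP-Glo luminescence: enzyme (4 ug/mL stock) and phosphatidylinositol (1.2 mM stock) in Tris pH 7.5/MgCl2/EGTA/Triton X-100 buffer were reacted with ATP (300 microM stock) for one hour at ambient temperature.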
LDHA inh = qHTS assay for inhibitors of human lactate dehydrogenase; L-lactate dehydrogenase A chain (Homo sapiens), P00338; activity change, % (values are at about 110 or 230 µM); purified LDHA, NADH/diaphorase-resazurin fluorescence; hits give low values; 0.15% of 480,000 active; in the data active = activity change below about -30%; inconclusive = mostly about -25% to -30%;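 also: plate controls were DMSO wells for no effect and wells without enzyme for full effect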
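Human LDH5 at 2 nM final in Tris HCl pH 7.4 with 0.06 mM NADH and 0.2 mM pyruvate, reacted 5 minutes at room temperature. Remaining NADH coupled via diaphorase/resazurin; resorufin fluorescence read at 0 and 20 minutes, normalized to enzyme-free and DMSO wells.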
GRP78 ERSR act = qHTS for Inducers of the Endoplasmic Reticulum Stress Response (ERSR) in Human Glioma: qHTS; U87-MG GRP78 promoter luciferase reporter, 16 h; Potency, µM, without a hit: at the top dose activation, hits mostly activators; 0.02% of 420,000 active; AID 602332, 2012; also: potency is read from the fitted curve at half-maximal effect; series mostly up to about 76 µM; % of control where 0% means no effect; nearly all actives have a fitted effect of over 35% in size
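Stably transfected U87-MG glioma cells carrying a GRP78-based luciferase sensor; 16 h compound incubation. Luminescence end-point read 10 min after Bright-Glo addition at room temperature.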
Starred values were filed as active, the others as inactive; ? = inconclusive; / = no result given; [ ] = dose if it differs, or a comment. Unless noted, calls follow the shape of the dose curve; as a rule, active = well fitted curve in the direction sought with a large enough effect; inconclusive = small, poorly fitted or top-dose-only effect, or another doubt; inactive = no such curve, though single readings can be large; an effect the other way counts as inactive or inconclusive. This is a subset; count on the stated rates, not on these rows.

SMILES	mIDH1 inhibitor	RXFP1 agonist	TrxR1 substrate	USP1 inh	Vif-APOBEC3F blk	Vif-APOBEC3G blk	PI4K2A block	LDHA inh	GRP78 ERSR act
O=C(O)c1c2c(nc3ccc(S(=O)(=O)N4CCC(C(=O)NCc5ccccc5)CC4)cc13)CCCC2	-2%	/	/	2%	-1%	5%	-6	6	-3%
COc1cc(/C=N/NC(=O)c2ccccc2O)ccc1OC(=O)CC1SC(=O)NC1=O (stereo not drawn)	9%	2.6%	-7%	-9%	12%	-4%	-3	3	2%
Cc1noc(C)c1COC(=O)c1cccc(N(C)C)c1	2%	-2.0%	1%[57.1 µM]	-22%	11%	4%	8	-3	3%
COc1ccc(NC(=O)CCCCC#Cc2ccccc2)cc1	1%	/	7%[57.1 µM]	-16%	-6%	0%	0	-2	-3%
O=C(CN1C(=O)c2ccccc2S1(=O)=O)Nc1ccc(S(=O)(=O)Nc2ncccn2)cc1	1%	-0.5%	6%	-4%	7%	-4%	-6	-6	-4%
CC1(C(=O)NS(=O)(=O)Cc2ccccc2C(F)(F)F)CCN1C(=O)Cc1cccs1 (stereo not drawn)	/	/	/	/	/	-4%	1	-6	-1%
CCOC(=O)CSc1nc2cc(OC)c(OC)cc2c2nc(-c3ccccc3)nn12	-13%	?	0%	-8%	-6%	-3%	0	-12	0%
COc1ccc(S(=O)(=O)n2nc(C)c(S(=O)(=O)N3CCCCCC3)c2C)cc1OC	9%	-2.0%	-10%[57.1 µM]	-10%	1%	3%	-7	0	0%
C=CC(C)N1C(=O)S/C(=C\c2ccc(N3CCOCC3)cc2C)C1=O (stereo not drawn)	-2%	0.0%	-18%	-14%	?	-2%	6	-2	0%
N#CC1=C(N)NC(SCc2ccc(F)cc2)=C(C#N)C12CCCCC2	-1%	0.1%	1%[57.1 µM]	-3%	0%	?	-2	0	-9%
COc1ccc(COC(=O)C2=C(C)NC(=O)NC2c2ccccc2F)cc1 (stereo not drawn)	9%	-0.7%	0%	-13%	-9%	2%	8	-2	-2%
CCC(=NC(CC)CO)C1=C(O)CC(C)(C)CC1=O (stereo not drawn)	-1%	0.3%	-2%	-9%	-5%	-3%	-2	-3	-4%
CC(=O)Nc1ccc(NC(=O)C(NS(=O)(=O)c2ccc(Br)s2)c2ccccc2)cc1 (stereo not drawn)	-10%	0.3%	-1%	-25%	-10%	-11%	-1	-17	-1%
CC(O)c1c(-c2ccccc2)nn(C)c1Cl (stereo not drawn)	1%	-0.4%	-1%[57.1 µM]	-10%	-1%	-1%	-4	-10	-6%
CCc1ccc(NC(=O)N(Cc2c[nH]c3ccccc23)C2CCCCC2)cc1	0%	1.4%	-1%	-15%	-5%	0%	1	5	1%
O=C(NCc1cccnc1)c1ccc2c(=O)n(CCCN3CCCC3=O)c(=S)[nH]c2c1	5%	3.1%	-5%	-4%	-4%	-1%	5	0	-3%
CC(=O)Nc1ccc(-c2cc(-c3ccccc3)nc(-c3ccccc3)n2)cc1	-2%	?	-7%	-2%	1%	0%	-6	-3	-5%
CCOc1ccc(S(=O)(=O)NC(C)C(=O)NC2CCCC2)cc1 (stereo not drawn)	3%	-1.8%	8%	-6%	-14%	-1%	1	-6	0%
Nc1nc(-c2cccnc2)nn1C(=O)c1ccc(F)cc1	0%	-2.5%	-4%	-14%	3%	0%	5	-1	-4%
CCC1CCCCN1Cc1ccc(CNC(=O)CCc2nnc3ccc(N4CCCCC4)nn23)o1 (stereo not drawn)	8%	14%	-2%	-14%	-2%	0%	-2	-8	-2%
c1ccc2c(c1)ncn2Cc1nnc2sc(-c3ccncc3)nn12	3%	10%	1%	-1%	-16%	0%	-7	15	-6%
O=C(N/N=C/c1ccc[nH]1)c1ccc([N+](=O)[O-])cc1	-1%	1.3%	-6%	-5%	2%	0%	-3	1	2%
Cc1cc(C)nc(NS(=O)(=O)c2ccc(N3C(=O)c4ccccc4C3=O)cc2)n1	1%	?	6%	-14%	-10%	1%	4	-3	-4%
CC1=C(C(=O)Nc2ccccc2C)C(c2ccncc2)n2nc(SCc3ccccc3)nc2N1 (stereo not drawn)	-9%	-0.8%	-7%	-23%	1%	0%	-2	-7	-2%
CCOc1ccc(C(=O)NC2C(=O)N3C(C(=O)O)=C(COC(C)=O)CSC23)cc1OCC (stereo not drawn)	7%	2.1%	-6%	-14%	-28%	0%	-3	-2	-6%
CCCNC(=O)COC(=O)c1cc(-c2ccc(OC)cc2)nc2ccccc12	23%	6.7%	82%[activator][57.1 µM]	-20%	?	-4%	4	-8	0%
COc1ccc(CCNC(=O)Cn2c(=O)n(CCCC(=O)NCc3ccco3)c(=O)c3sccc32)cc1OC	0%	-3.0%	1%	-19%	2%	1%	2	2	-2%
COCCn1c(=NC(=O)c2cc(Cl)sc2Cl)sc2cc(S(N)(=O)=O)ccc21	-9%	3.7%	14%	-3%	-13%	-10%	0	-11	2%
O=C1c2ccccc2C(=O)N1c1ccc(S(=O)(=O)N2CCOCC2)c2ccccc12	/	/	-2%	/	/	1%	/	-5	-4%
N#Cc1ccc(S(=O)(=O)NC2CCCCNC2=O)cc1 (stereo not drawn)	-3%	0.1%	12%[57.1 µM]	-13%	7%	-2%	-3	-13	-2%

By substructure, the compounds so far with a COOH group.
SMILES	mIDH1 inhibitor	RXFP1 agonist	TrxR1 substrate	USP1 inh	Vif-APOBEC3F blk	Vif-APOBEC3G blk	PI4K2A block	LDHA inh	GRP78 ERSR act
O=C(O)c1c2c(nc3ccc(S(=O)(=O)N4CCC(C(=O)NCc5ccccc5)CC4)cc13)CCCC2	-2%	/	/	2%	-1%	5%	-6	6	-3%
CCOc1ccc(C(=O)NC2C(=O)N3C(C(=O)O)=C(COC(C)=O)CSC23)cc1OCC (stereo not drawn)	7%	2.1%	-6%	-14%	-28%	0%	-3	-2	-6%

Other entries.
SMILES	mIDH1 inhibitor	RXFP1 agonist	TrxR1 substrate	USP1 inh	Vif-APOBEC3F blk	Vif-APOBEC3G blk	PI4K2A block	LDHA inh	GRP78 ERSR act
Cc1ncc(CO)c2c1Oc1nc(-c3ccccc3)nc(SCC(=O)Nc3cccc(O)c3)c1C2	1%	5.5%	-4%	-21%	?	?	-3	-2	-12%
COc1ccc(C2=NNC(=O)CC2)cc1	-4%	2.9%	-2%	1%	4%	2%	1	-8	0%
CC(C)CNC(=O)COc1ccc2c3c(c(=O)oc2c1)CCC3	-17%	0.1%	33%[activator]	-11%	-3%	-3%	6	-12	2%
c1ccc(OCCOc2ncnc3ccccc23)cc1	1%	-1.1%	7%[57.1 µM]	-15%	2%	3%	-6	-6	4%
O=C(CSc1ccc2nnc(-c3ccncc3)n2n1)Nc1nccs1	-8%	10%	-3%	-16%	-21%	-12%	3	-6	-2%
O=C(O)CC/C(=C\c1ccc2c(c1)OCO2)c1nc2ccccc2s1	3%	3.3%	-1%	-15%	2%	0%	-1	-2	2%
O=C(O)C1CC(=O)N(c2ccc(OCc3ccccc3Cl)cc2)C1 (stereo not drawn)	0%	1.6%	-11%	-9%	4%	0%	3	-3	-9%
CC(=O)N1CCSc2ccc(S(=O)(=O)N3CCC(C)CC3)cc21	-3%	-1.4%	6%	-10%	-8%	1%	-1	-1	-2%
Cc1ccc(O)c(NC(=O)c2noc3c2CCCC3)c1	-3%	-0.3%	0%	-27%	-6%	-10%	-12	-5	7%
CC(=O)c1nc(N2C(=O)CC(Cc3ccccc3)C2=O)sc1C (stereo not drawn)	5%	10%	-9%	-15%	-23%	0%	-4	-7	-2%
C=CCc1ccc(OCCCCN2CC(C)OC(C)C2)c(OC)c1 (stereo not drawn)	11%	0.8%	7%[57.1 µM]	-1%	-8%	-1%	9	-14	-4%
O=C(NCCN1CCCCC1)c1ccc(F)cc1Cl	0%	-0.5%	-5%	-1%	1%	0%	1	-15	2%
O=C(NNC(=S)NCC1CCCO1)c1cccc(S(=O)(=O)N2CCOCC2)c1 (stereo not drawn)	3%	4.5%	-1%[57.1 µM]	-14%	4%	-1%	0	-4	-3%
CSc1nc(Oc2ccc(C)cc2)cc(C(F)(F)F)n1	3%	-1.5%	7%[57.1 µM]	-9%	-12%	-4%	-10	0	-2%
CC(=O)c1cccc(NC(=S)NCCc2ccc(F)cc2)c1	0%	-0.1%	13%[57.1 µM]	-18%	8%	1%	2	-6	-2%
COc1ccc(CNc2nn[nH]n2)cc1OC	0%	3.4%	8%[57.1 µM]	-3%	0%	-4%	2	-2	0%
CSC1=C(C#N)C(c2ccccc2)C(C(C)=O)=C(C)N1 (stereo not drawn)	6%	0.9%	-5%	-14%	-3%	0%	5	-2	-2%
Cc1ccc(S(=O)(=O)N(C)CCCC(=O)NC(C)(C)C)cc1	0%	4.8%	10%[57.1 µM]	-14%	3%	0%	2	-11	-1%
